Sm TGR block: blocks Schistosoma mansoni thioredoxin glutathione reductase | Q962Y6 | purified TGR, DTNB reduction, TNB absorbance 405 nm | Potency, µM (series often up to 114 µM), inactives show top-dose activity change, negative = inhibition, hits mostly inhibitors | actives 3% (n = 360,000); further: potency means the concentration at half of the fitted maximal effect; nearly all actives have a fitted effect of over 60% in size
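Kinetic colorimetric format: TGR-catalysed, NADPH-driven DTNB reduction monitored via TNB absorbance. Enzyme dispensed at 20 nM; compound exposure 15 min at room temperature before reaction start.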
AmpC detergent: AmpC beta-lactamase inhibition with detergent present. P00811. AmpC hydrolysis of nitrocefin, absorbance 480 nm, 0.01% Triton. Potency, µM (top dose mostly 114 µM), for inactives: at the highest dose activity change, negative = inhibition, hits mostly inhibitors. actives 0.041% (n = 370,000);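 further: potency means the concentration at half of the fitted maximal effect; 0% = no-compound wells and -100% = no-enzyme wells; nearly all actives have a fitted effect of over 25% in size; some results filed as inactive show a strong effect at the top dose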
Target sequence (P00811 whole entry, looked up): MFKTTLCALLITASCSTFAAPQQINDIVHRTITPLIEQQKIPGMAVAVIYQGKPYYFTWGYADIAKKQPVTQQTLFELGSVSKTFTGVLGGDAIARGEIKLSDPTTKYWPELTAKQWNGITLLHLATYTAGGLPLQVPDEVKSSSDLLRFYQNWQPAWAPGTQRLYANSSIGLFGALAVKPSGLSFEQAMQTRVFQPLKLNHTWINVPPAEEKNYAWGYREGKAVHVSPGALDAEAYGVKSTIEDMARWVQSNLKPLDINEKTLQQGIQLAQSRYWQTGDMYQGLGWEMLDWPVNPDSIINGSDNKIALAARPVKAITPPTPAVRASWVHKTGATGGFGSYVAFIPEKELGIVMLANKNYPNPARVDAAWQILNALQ
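20 mM phosphate pH 7.0 + 0.01% (detergent screen) or 0.0001% Triton X-100; 5.3 nM AmpC reagent; cpd preinc 15 min RT; nitrocefin (800 uM stock) to start; A480 q20 s × 4 min; Activity was normalised to no-enzyme and no-compound control wells.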
AMA1-RON2 inh: AMA1-RON2 (P. falciparum) interaction inhibition; AlphaScreen AMA1-biotinylated RON2 peptide binding; Potency, µM (titrated, usually from 58.2 µM), for the others: at the highest dose activity change, negative = inhibition, hits mostly inhibitors; actives 0.2% (n = 360,000); AID 720542;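 further: potency means the concentration at half of the fitted maximal effect; 0% = vehicle wells and -100% = peptide control; nearly all actives have a fitted effect of over 45% in size; some results filed as inactive show a strong effect at the top dose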
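AMA1 (3D7) with his tag at 25 nM final met compounds first, then biotinylated RON2 peptide at 25 nM; detection used donor plus acceptor beads, 10 µg/mL apiece, read by AlphaScreen after 30 min at room temperature.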
HCMV antiviral: inhibitors of human cytomegalovirus | HFF cells, HCMV-luciferase reporter, 72 h; hits give low values | activity change, negative = inhibition, % at 57.5 µM | actives 4.5% (n = 410,000) | AID 1259415; in the data active means activity change below about -60%; inconclusive means no clear call, values can overlap the other calls; inactive means above about -39%
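Compounds were evaluated in HFFs infected with an HCMV luciferase reporter virus (MOI 1 PFU/cell). Luciferase in lysates collected 72 h post infection served as the replication measure.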
Giardia FBPA inh: inhibitors of Giardia lamblia fructose-1,6-bisphosphate aldolase. Potency, µM (highest dose often 59.6 µM), for the others: at the top dose activity, negative = inhibition, usual class: inhibitors. purified Giardia FBPA. actives 0.71% (n = 290,000); further: potency means the concentration at half of the fitted maximal effect; nearly all actives have a fitted effect of over 55% in size
Target sequence (A8B2U2 whole entry, looked up): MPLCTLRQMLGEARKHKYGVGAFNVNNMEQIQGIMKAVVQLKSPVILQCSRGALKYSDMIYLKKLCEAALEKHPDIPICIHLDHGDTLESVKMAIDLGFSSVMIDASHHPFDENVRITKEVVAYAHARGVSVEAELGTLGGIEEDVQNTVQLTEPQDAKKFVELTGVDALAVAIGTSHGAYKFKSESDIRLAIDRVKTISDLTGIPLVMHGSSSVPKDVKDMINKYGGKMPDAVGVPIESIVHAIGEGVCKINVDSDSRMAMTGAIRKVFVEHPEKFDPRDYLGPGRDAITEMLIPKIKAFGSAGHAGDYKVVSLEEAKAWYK
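40 nM FBPA preincubated 10 min at RT with compound (up to 57.5 uM final), then substrate plus GAPDH/TPI/NAD/arsenate coupling and diaphorase/resazurin added. Fluorescence read after 20 min at RT, 525/598 nm.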
AmpC no deterg: AmpC beta-lactamase inhibition without detergent | Potency, µM (top dose mostly 57.1 µM), inactives show top-dose activity change, negative = inhibition, most hits filed as inhibitors | AmpC nitrocefin hydrolysis, absorbance 480 nm, 0.0001% Triton | AID 485341 | P00811 | actives 0.52% (n = 330,000);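 further: potency means the concentration at half of the fitted maximal effect; plate controls were no compound for no effect and no enzyme for full effect; nearly all actives have a fitted effect of over 20% in size; some results filed as inactive show a strong effect at the top dose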
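AmpC (5.3 nM in the dispensed reagent) in 20 mM phosphate pH 7.0 with 0.01% (detergent screen) or 0.0001% Triton X-100 was preincubated with compounds for 15 min at room temperature. Nitrocefin was then added from an 800 uM solution, and hydrolysis was followed at 480 nm.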
* hit, by the source's call; ? = inconclusive; nt = not tested or not shown; [ ] = another dose, or the depositor's remark. Unless noted, the call rests on the fitted dose curve; in most records, active means well fitted curve in the direction sought with a large enough effect; inconclusive means small, poorly fitted or top-dose-only effect, or another doubt; inactive means no such curve, though single readings can be large; an effect the other way counts as inactive or inconclusive. Unless noted, on the % scale 0 is the no-effect control and ±100 the full control effect.

SMILES	Sm TGR block	AmpC detergent	AMA1-RON2 inh	HCMV antiviral	Giardia FBPA inh	AmpC no deterg
c1nc(N2CCC3(CC2)OCCO3)c2[nH]cnc2n1	0%	-5%	-1%	-5	-6%	-6%
CC1(C)CC(=O)C(C=Nc2ccc(NC3=C(C#N)C(=O)CC(C)(C)C3)cc2)=C(O)C1	12%	-2%	-7%	-21	1%	-1%
CCCn1nc(C(=O)NCc2ccc3c(c2)OCO3)c2ccccc2c1=O	-2%	-3%	14%	36	8%	-5%
Cc1ccc(-c2nc3sc4c(c3c(=O)n2N)CCCC4)cc1	-18%	2%	3%	119	1%	-6%
O=C(Nc1cnccn1)Nc1ccccc1F	0%	-1%	0%	-2	nt	13%
Cc1cc(C)c(S(=O)(=O)N2CCN(S(=O)(=O)N3CCOCC3)CC2)c(C)c1	-1%	-1%	0%	-35	6%	77%[activator]
Cc1nc(SCc2cccc(F)c2)c2oc3ccccc3c2n1	23%	-3%	24%	-32	0%	-3%
O=C(O)CSc1c(-c2ccccc2)c2cc(Cl)ccc2[nH]c1=O	-2%	-3%	-6%	-34	12%	-11%
O=C(Nc1ccccc1)c1cc2ccccc2[nH]1	-2%	-8%	0%	26	-8%	-15%
COc1ccccc1CCc1nnc(CCC(=O)N(C)Cc2cccc3ncccc23)o1	-13%	2%	-1%	11	1%	68%[activator]
CCCCn1c(N)c(N(CCOC)C(=O)CSCc2ccc(C)cc2)c(=O)[nH]c1=O	6%	-13%	-8%	-27	nt	?
COc1ccc(C2C(C(=O)NCc3ccccn3)c3cc(OC)c(OC)cc3C(=O)N2C)cc1 (stereo unspecified)	1%	-11%	129%[activator]	-22	1%	31%
COCCNc1nnnc2c1sc1nc(N3CCOCC3)c3c(c12)CCCC3	nt	-1%	nt	nt	-1%	22%
CCCOc1ccccc1C(=O)N(Cc1ccco1)C1CCS(=O)(=O)C1 (stereo unspecified)	-27%	4%	13%	-37	3%	-12%
O=C(Nc1cccc(C(=O)N2CCCCC2)c1)c1ccc(Cl)cc1	-14%	0%	-1%	7	nt	-14%
COc1ccc(/C=C/C(=O)O)cc1S(=O)(=O)N1CCc2ccccc21	-27%	-6%	-10%	3	-11%	-41%
O=C(CSc1ccccn1)Nc1cccc(S(=O)(=O)N2CCCC2)c1	1%	1%	-2%	18	nt	-22%
CCOC(=O)c1c(S(=O)(=O)NCCCc2ccco2)c(C)n(C)c1C	28µM*	-12%	-4%	-13	7%	-1%
CCCn1c(SCc2nc(-c3cc(OC)ccc3OC)no2)nnc1-c1ccc(Cl)cc1	5%	13%	nt	-19	nt	nt
CCCn1c(N/N=C(C)\C=C\c2ccccc2)nc2c1c(=O)[nH]c(=O)n2C	-35%	-13%	nt	nt	?	-14%[11.4 µM]
COc1ccc(C2c3c(n(C)c4ccccc34)C(=O)N2CC(=O)Nc2ccc(F)cc2)cc1 (stereo unspecified)	1%	7%	nt	0	nt	nt
O=C(NCc1ccccc1)C1=C[C@@H](C2CC2)C[C@@H](OCc2ccc(CO)cc2)O1	0%	8%	-3%	-6	-2%	-3%
COc1cccc2cc(-c3ccnc(=S)[nH]3)oc12	-2%	2%	nt	nt	8%	-1%
COc1cccc(/C=C(\C#N)c2nc3ccc(C)cc3[nH]2)c1OCC(=O)O	1%	2%	0%	28	-7%	-22%
O=C(NNc1cccc(Cl)n1)Nc1ccccc1	-21%	?	-2%	51	0%	-20%
COc1ccccc1CNC(=O)Cn1c(=O)nc(-c2ccccc2F)c2cc(Cl)ccc21	3%	15%	nt	-13	nt	nt
COc1ccc(NC(=O)CSc2nnc(-c3ccccc3C)n2N)cc1	-1%	-1%	10%	-2	13%	-25%
COc1ccc(C)cc1NC(=O)Cc1c(C(=O)O)n(C)c2ccccc12	1%	-15%	-2%	5	-6%	-42%
Cc1ccc2c(c1)[C@@H]1[C@H](CO2)[C@H](c2ccccc2)[C@]2(C)C(=O)N[C@H](C)C(=O)N12	nt	nt	10%	2	nt	-9%
CCOC(CNC(=O)c1cccn2c(=O)c3cc(Cl)ccc3nc12)OCC	1%	-10%	3%	-27	-8%	104%[activator]
CCOC(=O)c1cc(-c2cc3ccccc3o2)nc2c1c(=O)[nH]c(=O)n2CCOC	-11%	-11%	-2%	-8	0%	2%
CCc1nc(SCC(=O)NCC2CCCO2)c2oc3ccccc3c2n1 (stereo unspecified)	0%	-12%	7%	-15	5%	33%
COc1ccccc1CNC(=O)COc1cc(=O)n(C)c2ccccc12	0%	-6%	nt	3	nt	nt
O=C(Oc1cccc2cccnc12)c1cccc(N2C(=O)C3C4CCC(C4)C3C2=O)c1 (stereo unspecified)	-8%	-5%	61%[activator]	8	-20%	1%
CN(CC(=O)Nc1cccc(F)c1)C(=O)/C=C/c1cc(Br)ccc1OC(F)F	0%	?	-4%	?	nt	-27%
COc1ccc2c(c1)CC/C(=C/c1ccncc1)C2=O	4%	?	-19%	nt	0%	-8%
COc1ccc(NC(=O)CC2SC(N)=NC2=O)c([N+](=O)[O-])c1 (stereo unspecified)	nt	-3%	1%	-1	-4%	-18%
CN1C(=O)C(=Cc2ccc(N3CCCCCC3)o2)C(=O)N(C)C1=S	35µM*	-14%	-8%	?	-7%	-26%
O=C(COC(=O)c1ccc(Br)o1)NCC(=O)Nc1ccc(F)cc1	-6%	-1%	-1%	33	nt	-15%
COC1Cc2ccccc2N(C(=O)N2CCN(CCO)CC2)c2ccccc21 (stereo unspecified)	1%	1%	-8%	-31	-9%	38%
COc1cccc(N(C(=O)c2ccco2)C(C(=O)NC2CCCC2)c2ccc(N3CCOCC3)cc2)c1 (stereo unspecified)	-15%	-5%	-4%	-21	nt	49%
CCCn1c(=N)c(C(=O)NCc2ccccc2)cc2c(=O)n3cccc(C)c3nc21	2%	7%	nt	-8	nt	nt
CCN(CC)C(=O)Cn1c(=O)n(-c2ccc(C)c(C)c2)c(=O)c2c3c(sc21)CCCCC3	-5%	5%	nt	0	nt	nt
COc1ccc2c(c1)c(C(=O)N/N=C/c1cn(C)c3ccccc13)c(C)n2C	0%	4%	-7%	79	-9%	116%[activator]
CCOC(=O)Cn1c(=O)n(CC2CCCO2)c2nc(-c3cc(OC)ccc3OC)nc(C(N)=O)c21 (stereo unspecified)	-10%	-1%	nt	2	nt	nt
Cc1ccnc2nc(C(=O)NC3=NCCS3)nn12	0%	?	-4%	34	-20%	-14%
CCOc1ccc(S(=O)(=O)N(CC)CC(=O)NCc2ccncc2)cc1	5%	11%	-8%	-28	9%	-3%
CCc1nc(SCC(=O)NCc2ccc(F)cc2)c2c(=O)n(C)c(=O)n(C)c2n1	-1%	?	-4%	-19	1%	2.5µM*
c1ccc(-n2nnnc2Cc2nnnn2-c2ccccc2)cc1	1%	-2%	21%	-30	5%	-33%
CC1(C)CC(=O)C(C(=O)/C=C/c2ccco2)C(=O)C1	?	?	-6%	-33	4%	8%
O=C1N=C(N2CCCC2)S/C1=C\c1cn[nH]c1-c1ccccc1	-2%	-6%	nt	nt	3%	-8%
O=C(O)CC1(CC(=O)NCc2csc(-c3cccs3)n2)CCCCC1	4%	-5%	15%	-8	10%	-16%
Cc1cc(C)n(-c2nnc(C)c(=O)[nH]2)n1	2%	-21%	?	2	-4%	-10%
C[C@H](CO)N1C[C@H](C)[C@@H](CN(C)S(=O)(=O)c2ccccc2)Oc2c(cccc2N(C)C)C1=O	nt	nt	5%	11	nt	136%[activator]
CC1=CC(C)(C)N2C(=O)C3(C(C#N)=C(N)Oc4cc(C)oc(=O)c43)c3cccc1c32 (stereo unspecified)	9%	-4%	-8%	31	3%	30%
c1ccc2sc(SN3CCOCC3)nc2c1	?	-13%	-3%	28	-10%	-26%
CC(C)c1ccc(C2CC(=O)N3CN(C4CCCCC4)CSC3=C2C#N)cc1 (stereo unspecified)	6.3µM*	-6%	nt	-6	nt	nt
COc1cc(/C=C(\C#N)C(=O)Nc2ccc3c(c2)OCCO3)ccc1O	7%	1%	0%	?	-12%	-30%
CCCCC(=O)NC1CC(=O)N(c2ccc3c(c2)OCCO3)C1 (stereo unspecified)	-9%	-3%	nt	8	nt	nt
NC(=O)c1cc([N+](=O)[O-])ccc1NCc1cccnc1	1%	4%	-1%	-16	0%	-13%

Some of these compounds in order of formula weight, highest first:
SMILES	Sm TGR block	AmpC detergent	AMA1-RON2 inh	HCMV antiviral	Giardia FBPA inh	AmpC no deterg
CC1=CC(C)(C)N2C(=O)C3(C(C#N)=C(N)Oc4cc(C)oc(=O)c43)c3cccc1c32 (stereo unspecified)	9%	-4%	-8%	31	3%	30%
c1ccc(-n2nnnc2Cc2nnnn2-c2ccccc2)cc1	1%	-2%	21%	-30	5%	-33%
NC(=O)c1cc([N+](=O)[O-])ccc1NCc1cccnc1	1%	4%	-1%	-16	0%	-13%
Cc1ccnc2nc(C(=O)NC3=NCCS3)nn12	0%	?	-4%	34	-20%	-14%
CC1(C)CC(=O)C(C(=O)/C=C/c2ccco2)C(=O)C1	?	?	-6%	-33	4%	8%
Cc1cc(C)n(-c2nnc(C)c(=O)[nH]2)n1	2%	-21%	?	2	-4%	-10%

Remaining list, next part
SMILES	Sm TGR block	AmpC detergent	AMA1-RON2 inh	HCMV antiviral	Giardia FBPA inh	AmpC no deterg
CCN(Cc1ccccc1)C(=O)COC(=O)c1c(C)nsc1NC	-22%	0%	-1%	-66*	nt	-12%
COc1ccc(Oc2nc(Oc3ccc(OC)cc3)nc(Oc3ccc(OC)cc3)n2)cc1	-5%	0%	2%	26	3%	-15%
CCOC(=O)N1CCN(c2c(N3CCN(c4cccc(C)c4C)CC3)c(=O)c2=O)CC1	0%	?	12%	-5	6%	-13%
CC(C)Cn1c(=O)c2ccccc2n2c(CCC(=O)NCC3CCCO3)nnc12 (stereo unspecified)	-11%	?	20%	-34	14%	-5%
O=c1cc(-c2c(F)c(F)c(F)c(F)c2F)oc2c(F)c(F)c(F)c(F)c12	-26%	-12%	nt	nt	-2%	-17%
COc1ccc(CN2C(=O)c3cccnc3C2Nc2cc(Cl)ccc2OC)cc1 (stereo unspecified)	-9%	-5%	?	19	?	90%[activator]
COc1cccc(NC(=O)c2cccc(OC)c2OC)c1	2%	-8%	12%	72	-5%	-5%
Cc1noc(/C=C/N(C)C)c1S(=O)(=O)N1CCCC(C(=O)Nc2cccc(F)c2)C1 (stereo unspecified)	1%	7%	nt	5	nt	nt
C/C(=N\NC(=O)c1nnn(-c2nonc2N)c1-c1ccc2c(c1)OCO2)c1ccc(F)cc1	-6%	-2%	-1%	0	nt	-12%
CCOc1ccc(C(=O)NCc2ccc3c(c2)OCO3)cc1OCC	9%	-8%	0%	25	-7%	-14%
COC(=O)c1[nH]c2cc(OC)ccc2c1NC(=O)CCN1CCN(c2cccc(C)c2C)CC1	5%	?	-1%	8	-6%	156%[activator]
CC1CN(Cc2nnc(-c3ccccc3)o2)CC(C)O1 (stereo unspecified)	-6%	0%	16%	?	-5%	-6%

Assay outcomes: PubChem BioAssay, National Center for Advancing Translational Sciences (NCATS)
